FBPA Giardia inh = inhibitors of Giardia lamblia fructose-1,6-bisphosphate aldolase; A8B2U2; purified Giardia FBPA; Potency, µM (highest dose often 59.6 µM), inactives show at the highest dose activity, negative = inhibition, most hits filed as inhibitors; 0.71% of 290,000 active; further: potency means the concentration at half of the fitted maximal effect; on the % scale 0 is the no-effect control and ±100 the full control effect; nearly all actives have a fitted effect of over 55% in size
Target sequence (A8B2U2 whole entry, looked up): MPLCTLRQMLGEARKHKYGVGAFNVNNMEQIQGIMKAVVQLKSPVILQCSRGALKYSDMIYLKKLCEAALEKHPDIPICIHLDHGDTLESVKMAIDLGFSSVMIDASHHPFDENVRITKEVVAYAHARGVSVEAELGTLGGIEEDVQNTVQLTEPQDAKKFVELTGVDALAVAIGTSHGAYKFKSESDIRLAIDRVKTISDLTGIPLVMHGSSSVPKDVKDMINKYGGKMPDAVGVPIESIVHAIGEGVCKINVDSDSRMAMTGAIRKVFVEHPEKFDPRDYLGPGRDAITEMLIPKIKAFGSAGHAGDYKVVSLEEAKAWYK
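40 nM FBPA preincubated 10 min at RT with compound (up to 57.5 uM final), then substrate plus GAPDH/TPI/NAD/arsenate coupling and diaphorase/resazurin added. Fluorescence read after 20 min at RT, 525/598 nm.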
Pf growth 96h = P. falciparum growth inhibition at 96 hour, primary screen for plastid delayed-death inhibitors; P. falciparum luciferase reporter growth, 96 h; Potency, µM (doses to about 28.7 µM), without a hit: at the highest dose activity change, negative = inhibition, hits mostly inhibitors; 6.9% of 320,000 active; AID 504834; further: potency means the concentration at half of the fitted maximal effect; on the % scale 0 is the no-effect control and ±100 the full control effect
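Plates of compound plus infected erythrocytes (2% hematocrit, 0.05% parasitemia final) incubate 96 hours, 37 C, 5% CO2. Detection reagent added; reduced luminescence from the parasites' luciferase reporter flags inhibition.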
HCV inh = blocks hepatitis C virus; 3.4% of 340,000 active; AID 651820; Huh7.5.1 HCVcc-Cre infection, luciferase reporter, 44 h; Potency, µM (highest dose often 41.8 µM), for the others: at the top dose activity change, negative = inhibition, usual class: inhibitors; further: potency means the concentration at half of the fitted maximal effect; on the % scale 0 is the no-effect control and ±100 the full control effect
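Seed cells (1,000/well) for 4 h; treat with compound and infect with HCVcc-Cre, moi about 0.5. Incubate 44 h, then detect luciferase activity.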
Pf growth 48h = P. falciparum growth inhibition at 48 hours (one generation) | P. falciparum luciferase growth in erythrocytes, 48 h | Potency, µM (series often up to 28.7 µM), without a hit: at the highest dose activity change, negative = inhibition, usual class: inhibitors | 5.9% of 310,000 active | AID 504832; further: potency means the concentration at half of the fitted maximal effect; on the % scale 0 is the no-effect control and ±100 the full control effect
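Firefly luciferase activity from engineered P. falciparum reports growth; inhibitors lower the luminescent signal. Cultures contained 2% hematocrit erythrocytes at 0.1% final parasitemia.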
CHX counter = counter-screen hit for Shiga toxin inhibitors, cycloheximide; 12% of 300,000 active; cell reporter, cycloheximide protein synthesis inhibition counterscreen; max response, %; in the data active means max response mostly above about 13%, no sharp cut-off; inactive means mostly below about 14%; further: read at 38.3 µM for the half of the compounds with a filed dose; 0% is about no effect
Shiga toxin inh = inhibitors of Shiga toxin in Vero cells | inhibition, % at 38.7 µM | 9.2% of 290,000 active | Vero cells, Shiga toxin protein synthesis inhibition reporter; in the data active means inhibition mostly above about 28%, no sharp cut-off; inactive means mostly below about 43%; further: 0% is about no effect
* marks the source's active call; other numbers are inactive results; & = joins results of further samples; [ ] = another dose, or the depositor's remark. Unless noted, the call rests on the fitted dose curve; in most records, active means well fitted curve in the direction sought with a large enough effect; inconclusive means small, poorly fitted or top-dose-only effect, or another doubt; inactive means no such curve, though single readings can be large; an effect the other way counts as inactive or inconclusive.

What do the screens show for `Cc1nc2c(C)cccn2c(=O)c1NC(=O)COc1ccccc1`?
Pf growth 96h: 11%; HCV inh: 12%; Pf growth 48h: 30%[activator]

How did Cc1cc(C)cc(NC(=O)CN2CCN(c3ncccn3)CC2)c1 do in these assays?
FBPA Giardia inh: -4%; Pf growth 96h: -23%; HCV inh: 10%; CHX counter: 4; Shiga toxin inh: 20

Results for CCOC(=O)c1[nH]c2ccc(OC)cc2c1NC(=O)c1ccccc1C(=O)O ?
FBPA Giardia inh: -3%; Pf growth 96h: 78%[activator]; HCV inh: 18%; Pf growth 48h: 62%[activator]; CHX counter: 35*; Shiga toxin inh: 64*

Results for O=C(O)C1C2C=CC(O2)C1C(=O)Nc1ccc2c(c1)OCCO2 (configuration not stated) ?
FBPA Giardia inh: -19%; Pf growth 96h: 134%[activator]; Pf growth 48h: 140%[activator]; CHX counter: 75*; Shiga toxin inh: 132*

How did COCC(=O)N/N=C(\C)CC(=O)Nc1ccccc1C(N)=O do in these assays?
FBPA Giardia inh: -13%; Pf growth 96h: 49%[activator]; HCV inh: -9%; Pf growth 48h: 14%; CHX counter: -3; Shiga toxin inh: -11

What do the screens show for `CCN1C(=O)[C@H]2[C@@H](c3ccc(OC)cc3)N3C(=O)CN(Cc4ccccc4)C(=O)[C@@]3(Cc3ccccc3)[C@H]2C1=O`?
FBPA Giardia inh: 1%; Pf growth 96h: 1%; HCV inh: 7%; Pf growth 48h: 3%; CHX counter: 0; Shiga toxin inh: -2

Results for COc1ccccc1C(=O)COC(=O)/C=C/c1ccccc1 ?
Pf growth 96h: 54%[activator]; HCV inh: 4%; Pf growth 48h: 46%[activator]; CHX counter: 53*; Shiga toxin inh: 100*

What do the screens show for `CC(CCN1CCN=C1Nc1ccccc1)c1ccccc1` (configuration not stated)?
FBPA Giardia inh: -2%; Pf growth 96h: inconclusive; HCV inh: -30%; Pf growth 48h: 3%; CHX counter: 4; Shiga toxin inh: -8

How did NC1=NC2(CCCCC2)N(c2cccc(Cl)c2)C(N)=N1 do in these assays?
FBPA Giardia inh: 4%; Pf growth 96h: inconclusive; HCV inh: 19%; CHX counter: 13; Shiga toxin inh: 3

What do the screens show for `CC(=O)N1CCN(S(=O)(=O)c2c(C)n(C)c(=O)n(C)c2=O)CC1`?
Pf growth 96h: -27%; HCV inh: -2%; Pf growth 48h: -5%; CHX counter: -3; Shiga toxin inh: 32

How did Cn1nc(-c2ccc(S(N)(=O)=O)s2)cc1C(F)(F)F do in these assays?
FBPA Giardia inh: 4%; Pf growth 96h: 20%; HCV inh: 4%; Pf growth 48h: 37%[activator]; CHX counter: -2; Shiga toxin inh: 16

Results for CC(C(=O)Nc1ccccn1)N1C(=O)c2ccccc2S1(=O)=O (configuration not stated) ?
Pf growth 96h: 17%; HCV inh: 21%; Pf growth 48h: 18%

What do the screens show for `Cc1cc(C(=O)C(=O)N(C)C)c(C)n1-c1ccc(Cl)cc1`?
FBPA Giardia inh: 9%; Pf growth 96h: inconclusive; HCV inh: -17%; Pf growth 48h: inconclusive; CHX counter: -4; Shiga toxin inh: -12

What do the screens show for `CC(C)COc1cccc(-c2cc(C(=O)Nc3ccon3)c3ccccc3n2)c1`?
FBPA Giardia inh: 11%; Pf growth 96h: -8%; HCV inh: inconclusive; Pf growth 48h: 2.1µM*; CHX counter: 1; Shiga toxin inh: -7

What do the screens show for `COC(=O)C1=C(O)/C(=C\c2ccc(CNS(=O)(=O)c3ccccc3)o2)N=C1C`?
FBPA Giardia inh: inconclusive; Pf growth 96h: 103%[activator]; HCV inh: 2%; Pf growth 48h: 18%; CHX counter: 2; Shiga toxin inh: 23

Results for CC/C(=N\Nc1ccccc1)c1c(O)n(-c2ccc(OC)cc2)c(=O)[nH]c1=O ?
FBPA Giardia inh: -1%; Pf growth 96h: -1%; HCV inh: -11%; Pf growth 48h: 36%[activator]; CHX counter: 11; Shiga toxin inh: 21

What do the screens show for `CN1C(=O)NC2(O)C(=O)c3ccccc3C12O` (configuration not stated)?
FBPA Giardia inh: 5%; Pf growth 96h: 164%[activator]; HCV inh: 3%; Pf growth 48h: -4%; CHX counter: -3; Shiga toxin inh: -5

How did Cc1cccc(NC(=O)C(=O)NCCc2c[nH]c3ccccc23)c1C do in these assays?
FBPA Giardia inh: -10%; Pf growth 96h: -29%; HCV inh: -21%; Pf growth 48h: -14%; CHX counter: 2; Shiga toxin inh: 13

Results for CC(=O)Nc1cccc(NC(=O)Cc2ccc3ccccc3c2)c1 ?
FBPA Giardia inh: 6%; Pf growth 96h: inconclusive; HCV inh: inconclusive; Pf growth 48h: 5%; CHX counter: 13; Shiga toxin inh: 3

Results for O=C(NC1CCCCC1)C1CCC(=O)N(C2CC2)C1 (configuration not stated) ?
Pf growth 96h: -28%; HCV inh: 9%; Pf growth 48h: -3%; CHX counter: -3; Shiga toxin inh: -33

What do the screens show for `O=C(Cc1ccccc1)Nc1ccccc1C(=O)N1CCN(c2ccccc2)CC1`?
FBPA Giardia inh: inconclusive; Pf growth 96h: inconclusive; HCV inh: -14%; Pf growth 48h: -21%; CHX counter: 4; Shiga toxin inh: 33

What do the screens show for `CC(=O)N(CCC1(c2ccc(C)cc2)CCOC(C(C)C)C1)Cc1ccco1` (configuration not stated)?
FBPA Giardia inh: 2%; Pf growth 96h: 4.1µM*; HCV inh: -1%; Pf growth 48h: 5.9µM*; CHX counter: 7; Shiga toxin inh: 21

What do the screens show for `CCC(Cc1ccccc1)NC(=O)CCc1ccccc1` (configuration not stated)?
FBPA Giardia inh: 9%; Pf growth 96h: inconclusive; HCV inh: 11%; Pf growth 48h: 1%; CHX counter: 10; Shiga toxin inh: -4

What do the screens show for `COC(=O)[C@H](Cc1ccccc1)NC(=O)O[C@@H]1C(=O)c2cc(OC)ccc2O[C@H]1c1ccc(OC)c(Br)c1`?
FBPA Giardia inh: -4%&-8%; Pf growth 96h: inconclusive; HCV inh: 5%[8.37 µM]; Pf growth 48h: 28%; CHX counter: 5; Shiga toxin inh: -1

Results for O=C(CN1CCN(C(=O)N2CCCCC2)CC1)Nc1ccc(F)cc1 ?
FBPA Giardia inh: 2%; Pf growth 96h: inconclusive; HCV inh: -25%; Pf growth 48h: 19%; CHX counter: 0; Shiga toxin inh: 15

Results for COCC(=O)NCCc1ccc(S(N)(=O)=O)cc1 ?
FBPA Giardia inh: 6%; Pf growth 96h: -16%; HCV inh: 7%; Pf growth 48h: -3%; CHX counter: -4; Shiga toxin inh: -7

Results for O=C(Cn1ccc(C(F)(F)F)n1)N/N=C/c1ccc2c(c1)OCO2 ?
FBPA Giardia inh: 4%; Pf growth 96h: 19%; HCV inh: 4%; Pf growth 48h: 32%[activator]; CHX counter: 37*; Shiga toxin inh: 122*

Results for COc1ccc(NC(=O)CSc2nnnn2C2CCCCC2)cc1 ?
FBPA Giardia inh: 11%; Pf growth 96h: 0%; HCV inh: 0%; Pf growth 48h: 10%; CHX counter: 1; Shiga toxin inh: -6

What do the screens show for `O=C1C2CC=CCC2C(=O)N1c1ccc(NCCc2ccccc2)c([N+](=O)[O-])c1` (configuration not stated)?
FBPA Giardia inh: -2%; Pf growth 96h: inconclusive; HCV inh: 10%; Pf growth 48h: 6%; CHX counter: -1; Shiga toxin inh: -4

How did COC(=O)[C@H]1CCCN1C(=O)Nc1cccc(Oc2c(F)c(F)c(F)c(F)c2F)c1 do in these assays?
FBPA Giardia inh: 3%; Pf growth 96h: 43%[activator]; HCV inh: -6%; Pf growth 48h: -1%; CHX counter: 10; Shiga toxin inh: 17

What do the screens show for `COc1cc(NC(=O)c2[nH]c(C)c(C(C)=O)c2C)cc(OC)c1OC`?
FBPA Giardia inh: -2%; Pf growth 96h: -5%; HCV inh: inconclusive; Pf growth 48h: 3%; CHX counter: -3; Shiga toxin inh: -3

What do the screens show for `OCC1(CCCc2ccccc2)CCN(Cc2cnc(N3CCOCC3)s2)CC1`?
FBPA Giardia inh: 0%; Pf growth 96h: 9.3µM*; HCV inh: inconclusive; Pf growth 48h: -8%; CHX counter: -1; Shiga toxin inh: -3

Results for O=C1C(C=NCCCN2CCOCC2)=C(O)c2ccccc21 ?
FBPA Giardia inh: -1%; Pf growth 96h: inconclusive; HCV inh: 0%; Pf growth 48h: 18%; CHX counter: 27*; Shiga toxin inh: 59*

Results for COC(=O)c1cccc(N=Cc2c(O)n(Cc3ccc(F)cc3)c(=O)[nH]c2=O)c1 ?
FBPA Giardia inh: 1%; Pf growth 96h: 17%; HCV inh: 10%; Pf growth 48h: 0%; CHX counter: 0; Shiga toxin inh: 2

How did COC(=O)C1=C(c2ccc(F)cc2OCc2ccccc2)C[C@@H]2CC[C@H]1N2C(=O)NCCCOC(C)C do in these assays?
Pf growth 96h: inconclusive; HCV inh: inconclusive; Pf growth 48h: 9.3µM*

What do the screens show for `COc1ccc(NC(=O)CCCc2ccccc2)c(OC)c1`?
FBPA Giardia inh: 11%; Pf growth 96h: 1%; HCV inh: -2%; Pf growth 48h: 32%[activator]; CHX counter: 19*

How did CCOC(=O)N1CCN(c2c(Nc3ccc4c(c3)OCCO4)c(=O)c2=O)CC1 do in these assays?
FBPA Giardia inh: inconclusive; Pf growth 96h: -28%; HCV inh: 6%; CHX counter: 53*; Shiga toxin inh: 64*

How did CN(C)CCn1c(=O)n(-c2cccc(Cl)c2)c(=O)c2c3c(sc21)CCCCC3 do in these assays?
FBPA Giardia inh: 3%; Pf growth 96h: inconclusive; HCV inh: -25%; Pf growth 48h: 13µM*; CHX counter: -3; Shiga toxin inh: -10

How did O=C1OC(N2C(=O)CC[C@H]2C(=O)NCC2CCCO2)c2ccccc21 (some centres not stated) do in these assays?
FBPA Giardia inh: 2%; Pf growth 96h: 14%; HCV inh: 6%; Pf growth 48h: 52%[activator]; CHX counter: 2; Shiga toxin inh: -8

How did COc1ccc(C(=O)N2CCc3cc(OC)c(OC)cc3C2)cc1OC do in these assays?
FBPA Giardia inh: -10%; Pf growth 96h: inconclusive; HCV inh: -18%; Pf growth 48h: 17%; CHX counter: -3; Shiga toxin inh: -8

What do the screens show for `CCc1ccc(C(=O)C(C)OC(=O)C2COc3ccccc3O2)cc1` (configuration not stated)?
FBPA Giardia inh: 0%; Pf growth 96h: 6%; HCV inh: 5%; Pf growth 48h: 4%; CHX counter: -3; Shiga toxin inh: -2

3 entries already listed, sorted by SMILES length, lowest first.
What do the screens show for `CCc1ccc(C(=O)C(C)OC(=O)C2COc3ccccc3O2)cc1` (configuration not stated)?
FBPA Giardia inh: 0%; Pf growth 96h: 6%; HCV inh: 5%; Pf growth 48h: 4%; CHX counter: -3; Shiga toxin inh: -2

What do the screens show for `COc1cc(NC(=O)c2[nH]c(C)c(C(C)=O)c2C)cc(OC)c1OC`?
FBPA Giardia inh: -2%; Pf growth 96h: -5%; HCV inh: inconclusive; Pf growth 48h: 3%; CHX counter: -3; Shiga toxin inh: -3

How did CCOC(=O)N1CCN(c2c(Nc3ccc4c(c3)OCCO4)c(=O)c2=O)CC1 do in these assays?
FBPA Giardia inh: inconclusive; Pf growth 96h: -28%; HCV inh: 6%; CHX counter: 53*; Shiga toxin inh: 64*

Compounds above containing a thiophene ring, fused or not:
How did Cn1nc(-c2ccc(S(N)(=O)=O)s2)cc1C(F)(F)F do in these assays?
FBPA Giardia inh: 4%; Pf growth 96h: 20%; HCV inh: 4%; Pf growth 48h: 37%[activator]; CHX counter: -2; Shiga toxin inh: 16

How did CN(C)CCn1c(=O)n(-c2cccc(Cl)c2)c(=O)c2c3c(sc21)CCCCC3 do in these assays?
FBPA Giardia inh: 3%; Pf growth 96h: inconclusive; HCV inh: -25%; Pf growth 48h: 13µM*; CHX counter: -3; Shiga toxin inh: -10

Compound activity as filed in PubChem.
